# Screens: PubChem, several laboratories
# OX1R antagonist: human HCRTR1 antagonism; CHO/OX1R cells, Fluo-8 calcium fluorescence, orexin A; inhibition, % at 5 µM; 330,000 tested, 0.43% active; AID 434989;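 active means inhibition above its plate's threshold, mean inhibition of all tested compounds on the plate plus 3 SD, cut at about 37% in these data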;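 further: 0% = orexin A challenge wells and 100% = SB-334867-A antagonist wells; not every result past the cut was called active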
# Target sequence (O43613 whole entry, looked up): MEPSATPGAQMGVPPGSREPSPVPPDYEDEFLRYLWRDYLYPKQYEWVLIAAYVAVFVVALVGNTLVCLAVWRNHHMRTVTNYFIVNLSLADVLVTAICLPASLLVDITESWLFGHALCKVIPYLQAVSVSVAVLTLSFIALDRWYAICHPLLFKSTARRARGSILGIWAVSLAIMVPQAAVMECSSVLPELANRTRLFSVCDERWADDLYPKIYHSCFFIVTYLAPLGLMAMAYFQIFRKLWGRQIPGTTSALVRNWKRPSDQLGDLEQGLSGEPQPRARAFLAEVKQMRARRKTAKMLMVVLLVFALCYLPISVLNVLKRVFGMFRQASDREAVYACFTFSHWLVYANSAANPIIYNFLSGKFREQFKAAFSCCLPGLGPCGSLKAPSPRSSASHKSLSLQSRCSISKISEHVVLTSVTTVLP
# CHT allo act: human CHT allosteric activation. B-score at 10 µM. CHT-expressing cells, membrane potential dye, choline EC20; stronger effect = higher value; LV-AA mutant CHT in HEK293 cells. Q9GZV3. AID 488977. 310,000 tested, 0.49% active;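 active means initial fluorescence not abnormally high and integrated response B-score, plate-corrected, over 3 SD above library mean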
# Target sequence (Q9GZV3 whole entry, looked up): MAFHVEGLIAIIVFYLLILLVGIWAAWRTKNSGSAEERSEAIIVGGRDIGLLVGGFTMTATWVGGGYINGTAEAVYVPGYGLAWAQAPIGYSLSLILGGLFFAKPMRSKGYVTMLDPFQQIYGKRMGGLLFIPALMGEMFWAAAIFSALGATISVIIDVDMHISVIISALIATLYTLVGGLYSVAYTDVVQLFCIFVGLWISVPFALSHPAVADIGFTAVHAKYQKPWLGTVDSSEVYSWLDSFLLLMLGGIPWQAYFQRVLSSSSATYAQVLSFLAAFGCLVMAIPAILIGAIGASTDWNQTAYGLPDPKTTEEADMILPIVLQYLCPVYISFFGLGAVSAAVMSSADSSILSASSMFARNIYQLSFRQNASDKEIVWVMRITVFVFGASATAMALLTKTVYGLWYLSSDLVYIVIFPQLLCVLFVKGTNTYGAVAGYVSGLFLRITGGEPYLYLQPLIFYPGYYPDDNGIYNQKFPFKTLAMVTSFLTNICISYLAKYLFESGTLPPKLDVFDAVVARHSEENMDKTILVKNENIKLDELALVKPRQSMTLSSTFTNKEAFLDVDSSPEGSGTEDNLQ
# Numbers without * were called inactive; i = inactive; . = not tested or not shown; & = joins results of further samples.
# Each structure is followed by: OX1R antagonist | CHT allo act
- CN(Cc1ccccc1)C1=CC(=[N+]2CCCC2)CC(C)(C)C1
  3.8 | i
- CC1CC(C)CN(CCCNC(=O)CN2C(=O)c3cccnc3Oc3ccccc32)C1 (configuration not stated)
  -2.1 | i
- CCNC(=O)c1sc2cc(C)ccc2c1Cl
  -35.9 | i
- O=C(CC1S/C(=N/N=C/c2ccco2)NC1=O)Nc1cccc(Cl)c1Cl (configuration not stated)
  -6.5 | i
- CCOC(=O)C1=C(COC(=O)Cc2c(F)cccc2Cl)NC(=O)NC1C (configuration not stated)
  -5.9 | .
- C#CCCOC(=O)N1C2=NC(C(=O)OC)=C(C(=O)OC)[C@@H]3N(C)c4ccccc4[C@]23C[C@H]1CO
  -25.9 | i
- C/C(=C\c1ccccc1)C(=O)NCCc1ccccc1
  -0.7 | i
- Cc1cccc(CSc2nc3ccncc3n2CC(=O)Nc2cc(C)cc(C)c2)c1
  -16.7 | i
- Cn1cc(C=O)c2ccccc21
  16.0 | i
- Cc1ccc(C(=O)NCc2ccc(Cl)c(Cl)c2)o1
  -13.5 | i
- C/C(=N\NC(=O)c1ccc2c(c1)OCO2)c1ccco1
  -13.0 | i
- CCn1c(COc2ccccc2C)nnc1SCc1nc2ccccc2c(=O)[nH]1
  -13.5 | i
- CC(C)CN1C(=O)c2ccc(NC(=O)c3cccs3)cc2C1=O
  -21.4 | i
- CCCC1S/C(=N/N=C/c2cccs2)NC1=O (configuration not stated)
  3.5 | i
- CCCN(C(=O)C1CCN(S(=O)(=O)c2ccc(OC)c(OC)c2)CC1)C1CCS(=O)(=O)C1 (configuration not stated)
  -1.9 | i
- CC(C)N(Cc1ccccc1)S(=O)(=O)c1ccc(Cl)nc1
  -22.8 | i
- c1csc(Cc2nn3c(-c4n[nH]c5c4CCC5)nnc3s2)c1
  -37.1 | i
- N/C(=N/O)c1cccn1Cc1ccccc1[N+](=O)[O-]
  3.2 | i
- CCOC(=O)N1CCN(C(=O)c2ccccc2N(Cc2ccccc2)S(=O)(=O)c2ccc(OC)cc2)CC1
  -69.7 | i
- O=C(O)C(CCCCNS(=O)(=O)c1ccc(F)cc1)NS(=O)(=O)c1ccc(F)cc1 (configuration not stated)
  13.7&-5.0 | i
- CCCCCOc1ccc(N2C(=O)C(C)CNC2=S)cc1 (configuration not stated)
  -6.8 | i
- Cc1ccc(C(=O)Nc2cccc(C(=O)NCc3ccco3)c2)cc1
  -16.3 | i
- O=C(NCc1cccs1)c1cc(-c2ccccc2)nn1CC1CC(c2cccc([N+](=O)[O-])c2)=NO1 (configuration not stated)
  -1.8 | i
- CC1(C)CC(=O)C=C(c2ccc3ccccc3c2)C1
  -14.0 | .
- Cc1ccc(S(=O)(=O)N(C)C[C@@H]2Oc3ccc(NC(=O)CCC(F)(F)F)cc3CC(=O)N([C@@H](C)CO)C[C@@H]2C)cc1
  2.5 | .
- Cc1ccc([N+](=O)[O-])cc1N(CC(=O)N1CCCCC1)S(C)(=O)=O
  -11.9 | i
- Nc1cccc(-n2nncc2-c2ccccc2)c1
  -11.9 | i
- COc1cccc(NC(=O)CN(C)CC(=O)c2c(C)[nH]c3ccccc23)c1
  27.1 | .
- CCn1cc(C2=NC(C)CO2)c2ccccc21 (configuration not stated)
  -16.5 | i
- CCOc1cc(/C=N/NC(=O)CN2CCOCC2)ccc1OCc1ccc(Cl)cc1
  -6.6 | i
- COC(=O)C1=C(C)N=c2s/c(=C/c3cccs3)c(=O)n2C1c1ccc(F)cc1 (configuration not stated)
  -29.3 | i
- COCCn1c(SCC(=O)OC(C)C)nnc1-c1ccccc1
  -16.3 | i
- Cc1ccc(N2CC(C(=O)Nc3cccc(C(=O)NC4CC4)c3)CC2=O)cc1 (configuration not stated)
  -9.3 | .
- CCOc1ccc(NC(=O)NCCCn2c(C)nc3cc(C)c(C)cc32)cc1
  -59.3 | i
- COc1ccccc1C(=O)Nc1nc(-c2ccc3c(c2)OCCO3)cs1
  -43.0 | i
- Cc1ccc(CNC(=O)CCNC(=O)Cn2ccc3ccccc3c2=O)cc1
  -13.4 | i
- OCCSc1ncnc2c1oc1ccccc12
  -10.0 | i
- COc1ccc(S(=O)(=O)Nc2ccc3c(c2)C(=O)N([C@@H](C)CO)C[C@H](C)[C@H](CN(C)CC2CC2)O3)cc1
  -2.7 | .
- CCOc1ccccc1N1CCN(C(=O)c2c(-c3ccccc3Cl)noc2C)CC1
  -6.6 | i
- CCc1nnc(NC(=O)CN2CCN(Cc3cccc(OC)c3)CC2)s1
  -16.9 | i
- CN(Cc1ccc(C(C)(C)C)cc1)C(=O)c1ccc2c(=O)n3c(nc2c1)CCC3
  -33.7 | i
- OCC1(CCc2ccccc2)CCN(C/C=C/c2ccccc2)CC1
  -19.4 | i
- COc1ccc(S(=O)(=O)N2CCC(C(=O)Nc3ccc4c(c3)OCCO4)CC2)cc1OC
  -16.3 | i
- COc1ccc(/C=C2\CCCC3C2=NN(C(=O)c2scnc2C)C3c2ccc(OC)cc2)cc1 (configuration not stated)
  -34.1 | i
- COc1ccc(NC(=O)N(C)C[C@H]2Oc3c(NC(=O)C4CC4)cccc3C(=O)N([C@H](C)CO)C[C@@H]2C)cc1
  -20.3 | .
- CCOc1ccc(NC(=O)Nc2cccc(C)n2)cc1
  -12.9 | i
- O=C(NCC(c1ccco1)N1CCCCC1)c1cccs1 (configuration not stated)
  -10.8 | .
- CCc1cccc(NC(=O)C2CCCC2)c1
  -23.5 | i
- COc1cc(OC)cc(C(=O)Nc2ccc(C(=O)Nc3ccccc3OC)cc2)c1
  -6.3 | .
- Cc1nc(CSc2nnc3scc(-c4ccccc4)n23)cs1
  -20.5 | i

# Sorted by SMILES length (lowest first): part of the list above.
# Each structure is followed by: OX1R antagonist | CHT allo act
- CCc1cccc(NC(=O)C2CCCC2)c1
  -23.5 | i
- CCOc1ccc(NC(=O)Nc2cccc(C)n2)cc1
  -12.9 | i
- O=C(NCC(c1ccco1)N1CCCCC1)c1cccs1 (configuration not stated)
  -10.8 | .
- OCC1(CCc2ccccc2)CCN(C/C=C/c2ccccc2)CC1
  -19.4 | i
- COc1ccc(S(=O)(=O)N2CCC(C(=O)Nc3ccc4c(c3)OCCO4)CC2)cc1OC
  -16.3 | i
- COc1ccc(/C=C2\CCCC3C2=NN(C(=O)c2scnc2C)C3c2ccc(OC)cc2)cc1 (configuration not stated)
  -34.1 | i
- COc1ccc(NC(=O)N(C)C[C@H]2Oc3c(NC(=O)C4CC4)cccc3C(=O)N([C@H](C)CO)C[C@@H]2C)cc1
  -20.3 | .

# Next part:
structure | OX1R antagonist | CHT allo act
CN(C)c1ccc(Cl)cc1N | -3.3 | i
CC(C)(C)[C@@H]1C=C(C(=O)N2CCOCC2)O[C@H](OCc2ccc(CO)cc2)C1 | -25.0 | i
Cc1c(Cl)cccc1NC(=O)Nc1cc(C(C)(C)C)on1 | -14.8 | i
CCc1ccc(NC(=O)CSc2nc(=O)n(CCCN3CCOCC3)c3c2CCC3)cc1 | -42.3 | i
O=C(NCCCn1ccnc1)C(=O)NCC1OCCCN1S(=O)(=O)c1ccccc1 (configuration not stated) | -11.5 | i
CC(=O)Nc1cccc(OCCCNS(=O)(=O)c2ccc(F)cc2)c1 | -13.8 | i
CSc1ncccc1C(=O)OCC(=O)C(C)(C)C | -32.0 | i
Cc1cc(=O)oc2c3c(cc(OCC(=O)Nc4ccc(CCO)cc4)c12)OC(C)(C)CC3 | -18.3 | i
CCN(CC(=O)NCc1cccs1)CC(=O)Nc1ccccc1C | -14.6 | .
O=C(c1ccc(CNS(=O)(=O)c2cccc(Cl)c2)cc1)N1CCCC1 | -7.3 | i
CCCCCn1c(CN2CCCCC2CC)nc2c1c(=O)n(C)c(=O)n2C (configuration not stated) | -17.4 | i
Cc1cc(NC(=O)c2ccc(Br)c(S(=O)(=O)N3CCCC3)c2)no1 | -9.3 | i
Cc1cc2nncn2c2ccccc12 | 4.4 | i
CN(C)c1nc(NCc2ccccc2)nc(N/N=C/c2cccc(Br)c2)n1 | -39.3 | i
C=CCn1c(=NC(=O)C2COc3ccccc3O2)sc2cccc(OC)c21 (configuration not stated) | -9.9 | i
O=C(c1ccc(S(=O)(=O)N2CCCC2)cc1)N1CCN(c2ccccc2F)CC1 | -0.8 | i
NC(=O)c1ccc(NC(=O)CN2C(=O)NC(c3ccccc3)(c3ccccc3)C2=O)cc1 | -4.7 | i
C=CCc1ccc(OC)c(OC)c1 | -8.3 | i
CN(C)C(CNC(=O)c1ccc(NS(=O)(=O)c2cccc([N+](=O)[O-])c2)cc1)c1ccco1 (configuration not stated) | -3.3 | i
Cc1cc(Br)c2[nH]cc(CCNC(=O)c3ccco3)c2c1 | 3.3 | i
O=C(NC1CCN(S(=O)(=O)c2ccc(Cl)cc2)CC1)c1cccnc1 | -34.0 | i
N#Cc1c2c(c(-n3cnc4ccccc43)n3c1nc1ccccc13)CCC2 | -19.1 | i
Cc1csc(SCC(=O)NCc2cccc(Cl)c2)n1 | -19.8 | i
CC(C)NC(=O)N(O)C1N(Cc2ccc3c(c2)OCO3)C(=S)SC1(C)C (configuration not stated) | -21.2 | i
COc1ccc(-c2c(C)nn3c(N)c(-c4ccccc4)cnc23)cc1OC | -31.9 | i
CCc1cccc(NC(=O)C2CCCN(c3cnccn3)C2)c1 (configuration not stated) | -6.1 | i
COc1ccc(CCNS(=O)(=O)c2cn(C)cn2)cc1OC | -26.4 | i
C[C@H](NC(=O)c1nc[nH]c1C(=O)N[C@@H](Cc1ccccc1)C(=O)OCc1ccccc1)c1ccccc1 | -18.7 | i
CC(C)(C)C1CCc2onc(C(=O)Nc3cccc(O)c3)c2C1 (configuration not stated) | -0.1 | i
COC(=O)NC1(C(F)(F)F)NC(=O)N(C2CCCCC2)C1=O (configuration not stated) | -10.3 | i
O=C(O/N=C\c1ccc(N2CCOCC2)c([N+](=O)[O-])c1)c1ccccc1Cl | -12.0 | i
COc1ccc(CCNC(=O)c2cc([N+](=O)[O-])ccc2N2CCOCC2)cc1 | -25.0 | i
COCCn1c(=S)[nH]c2cc(C(=O)N3CC(C)CC(C)C3)ccc2c1=O (configuration not stated) | -18.6 | i
CCc1cc(C(=O)OC)c(NC(=O)CC2SC(N)=NC2=O)s1 (configuration not stated) | 11.3 | i
CC(C)c1onc(C(=O)NCCc2ccccc2)c1[N+](=O)[O-] | -12.7 | i
c1csc(-c2csc(-c3cccs3)n2)c1 | 9.5 | i
O=C(O)/C=C/C(=O)NNC(=O)c1cc(-c2ccccc2)n[nH]1 | -22.5 | i
Cc1ccc(NC(=O)c2cnccn2)c(OC(F)F)c1 | -1.4 | i
O=C(NCCCN1CCOCC1)c1cc2c([nH]c3ccccc32)c(-c2cccc(Br)c2)n1 | -22.5 | i
O=[N+]([O-])c1ccc(Sc2ncc3ccccn23)nc1 | 4.2 | i
O=C(COC(=O)c1cc([N+](=O)[O-])ccc1NCCO)Nc1cccnc1Cl | -21.6 | .
COc1ccc(OC)c(N(CC(=O)NCCSc2ccccc2)S(C)(=O)=O)c1 | -24.6 | i
CCCCc1cc2c(c(NC(C)=O)n1)c(=O)oc1ccccc12 | -31.9 | i
CNC[C@H]1Oc2c(NS(=O)(=O)c3ccc(F)cc3)cccc2C(=O)N([C@H](C)CO)C[C@@H]1C | -3.6 | .
O=C(Cn1cc([N+](=O)[O-])ccc1=O)N1CCCc2ccccc21 | 22.9 | i
COc1ccccc1C(=O)NC(=S)Nc1ccc(N2CCCC2)cc1 | 0.2 | i
CCC(=O)N1CCCc2ccccc21 | -15.7 | i
COC(=O)c1cc(NC(=O)CN(c2ccccc2OC)S(=O)(=O)c2ccccc2)ccc1Cl | -0.2 | i
Nc1nc(Nc2ccccc2)nc(NC2CCCCC2)c1[N+](=O)[O-] | -51.0 | i
CCCn1c(CN2CCN(C(=O)OCC)CC2)nc2cc(NC(C)=O)ccc21 | -20.2 | i
CCc1cccc(NC(=S)N(CCN(C)C)C2CCN(C(C)C)CC2)c1 | 0.1 | i
Cc1ccnc(NS(=O)(=O)c2ccc(NC(=O)c3cc(=O)c4ccccc4o3)cc2)n1 | -16.1 | i
COC(=O)[C@H](Cc1ccccc1)NC(=O)N1CC(C)OC(C)C1 (some centres not stated) | -4.9 | i
CCCCN1C(N)=NC[C@@H]1CCCCN | -16.4 | i
CN1C(=O)c2ccccc2NC(=O)[C@]12O[C@@H]2c1cccc(O)c1 | -0.2 | i
C=CCN1C(=O)C2(c3ccccc31)C1CCCC=C1C(C#N)=C(N)C2(C#N)C#N (configuration not stated) | -15.0 | i
CCOC(=O)C1=C(C)N=c2s/c(=C\c3ccc(O)c([N+](=O)[O-])c3)c(=O)n2C1c1ccccc1OC (configuration not stated) | -13.4 | i
CCOc1ccc(C(C)NC(=O)c2ccc3c(c2)NC(=O)C(C)S3)cc1OCC (configuration not stated) | -26.5 | .
CC(C)c1ccccc1NC(=O)COC(=O)Cc1cccc(C(F)(F)F)c1 | -37.1 | i
CSc1ccccc1C(=O)N(C)Cc1ccccc1 | -13.6 | i

# Later entries
structure | OX1R antagonist | CHT allo act
c1ccc(CCc2nn3c(-c4ccncc4)nnc3s2)cc1 | -8.9 | i
O=C(Oc1ccc2c(c1)O/C(=C\c1ccncc1)C2=O)c1ccccc1 | -9.9 | i
NC(=O)c1ccsc1NC(=O)COC(=O)c1ccc([N+](=O)[O-])o1 | -11.2 | .
O/N=C\c1cccn1-c1ccc(Br)cc1 | -6.7 | i
CCN(C(=O)c1cc2c(=O)n3ccccc3nc2n1CCCOC)C1CCCCC1 | -33.3 | i
O=C(NCc1ccco1)c1cc(S(=O)(=O)NC2CC2)ccc1Br | -0.6 | .
CC1=CC(C)(C)NC(=S)N1c1ccc(C)cc1 | -5.9 | i
Cc1ccc(S(=O)(=O)N2C[C@@H]3CCCC[C@@H]3[C@@H](C)[C@H]2c2cn(Cc3ccccc3)c3ccc(F)cc23)cc1 | 6.2 | .
CCOC(=O)c1nnn(-c2nonc2OC)c1-c1ccccc1 | -10.0 | i
COc1ccc2c(=O)cc(C(=O)O)oc2c1 | 9.7 | i
CCOc1ccccc1/C=N/OCC(=O)NCc1ccc(F)cc1 | -24.2 | i
COC(=O)c1ccc(COc2ccccc2OC)o1 | -5.8 | i
Nc1c(NC(=O)CC[n+]2ccccc2)cccc1[N+](=O)[O-] | 5.1 | i
